# Source: PubChem BioAssay
# Kir21 block: inhibitors of mouse Kir2.1 inward-rectifier potassium channel. B-score at 10 µM. 310,000 tested, 0.85% active. HEK293-Kir2.1, FluxOR thallium flux fluorescence; stronger effect = lower value;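 active means fluorescence ratio B-score at or below minus 3 SD of library scores, with starting-brightness B-score within 2 SD, cut at about -4.2 in these data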;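 further: channel flux triggered by added potassium and thallium sulfate stimulus; B-score of peak minus minimum fluorescence over baseline after thallium stimulus; more negative B-score means stronger Kir2.1 block with less thallium influx; some compounds called inactive have numbers as strong as hits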
# KCNQ2 inh: KCNQ2 potassium channel inhibitors, primary screen, cell-based, CHO-K1, FluxOR thallium flux, B-score (AID 2156) | Potassium voltage-gated channel subfamily KQT member 2 (Rattus norvegicus), O88943 | 20 min; stronger effect = lower value | B-score at 10 µM | 310,000 tested, 1.1% active;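 active means fluorescence ratio B-score at most minus 3 library SDs, with starting brightness B-score within 2 library SDs, cut at about -5.5 in these data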
# Target sequence (O88943 whole entry, looked up): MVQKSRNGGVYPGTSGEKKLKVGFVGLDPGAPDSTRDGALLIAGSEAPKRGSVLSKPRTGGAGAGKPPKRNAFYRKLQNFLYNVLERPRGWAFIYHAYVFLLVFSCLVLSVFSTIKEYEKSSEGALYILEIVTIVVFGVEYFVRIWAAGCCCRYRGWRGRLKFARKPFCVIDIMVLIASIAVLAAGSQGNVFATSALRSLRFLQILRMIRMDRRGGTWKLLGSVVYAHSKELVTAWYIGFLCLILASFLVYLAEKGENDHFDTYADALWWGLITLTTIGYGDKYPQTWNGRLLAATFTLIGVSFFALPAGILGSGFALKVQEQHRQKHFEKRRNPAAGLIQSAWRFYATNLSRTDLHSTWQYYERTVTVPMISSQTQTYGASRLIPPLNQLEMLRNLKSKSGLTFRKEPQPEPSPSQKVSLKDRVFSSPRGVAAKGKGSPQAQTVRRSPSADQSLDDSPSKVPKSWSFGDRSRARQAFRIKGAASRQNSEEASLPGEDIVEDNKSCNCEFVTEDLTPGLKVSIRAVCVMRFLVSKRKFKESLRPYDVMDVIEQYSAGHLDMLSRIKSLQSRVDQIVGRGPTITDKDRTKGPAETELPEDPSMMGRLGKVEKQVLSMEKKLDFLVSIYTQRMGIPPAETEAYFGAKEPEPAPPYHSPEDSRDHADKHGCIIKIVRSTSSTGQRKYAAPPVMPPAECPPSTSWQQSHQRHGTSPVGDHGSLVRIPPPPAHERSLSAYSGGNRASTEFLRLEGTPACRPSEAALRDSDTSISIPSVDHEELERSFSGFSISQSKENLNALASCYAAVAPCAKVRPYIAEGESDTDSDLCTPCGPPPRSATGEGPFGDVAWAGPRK
# An asterisk follows results filed as active; i = inactive; & = joins results of further samples. This is a random part of the collection; 1.9% or so of the library scored in one or more.
SMILES,Kir21 block,KCNQ2 inh
CSc1nc2c(c(=O)[nH]1)C(c1cccc(Cl)c1)CC(=O)N2 (stereo unspecified),0.5,i
Cc1nn(C)cc1CN(C)C(=O)c1ccc(OC2CCN(Cc3ccccn3)CC2)cc1,-0.1,i
N#Cc1c(Cn2cncn2)nc(=O)n(-c2ccccc2)c1N,-1.36,i
O=C(/C=C/c1ccccc1)CC(=O)c1ccccc1O,-1.41,i
CC(C)(C)c1cc(N)n(-c2ccc(C(=O)O)cc2)n1,-0.4,i
COc1ccccc1C(=O)N(C)c1nnc(-c2ccccc2)s1,1.42,i
CC(C)CN1C(=O)C(=Nc2cccnc2)c2ccccc21,-1.32,i
CCc1ccc(C(=O)COC(=O)c2cc([N+](=O)[O-])ccc2N2CCOCC2)cc1,0.13,i
CC(=O)NCCC(=O)Nc1sc2c(c1-c1nc3ccccc3[nH]1)CCCC2,2.15,i
Cc1ccccc1-c1noc(C(C)NC(=O)c2ccco2)n1 (stereo unspecified),1.95,i
COc1ccccc1NC(=O)C(Sc1ccccc1)c1ccccc1 (stereo unspecified),0.69,i
COc1ccc(C2c3[nH]c4ccccc4c3C[C@H]3C(=O)N(CCCO)CC(=O)N23)cc1OC (stereo partly specified),0.12,i
N#CCCN(CCC#N)S(=O)(=O)c1ccc(C(=O)Nc2nc(-c3ccccc3)c(C(=O)c3ccccc3)s2)cc1,0.55,i
COc1ccc(-c2csc(=Nc3c(C)n(C)n(-c4ccccc4)c3=O)n2C(C)(C)C)cc1,-0.84,i
CCSC1=N/C(=C/c2ccsc2)C(=O)N1c1ccccc1,-1.61,i
CC1(C)CC(=O)C2=C(C1)N(Cc1ccco1)C(=O)C2(NC(=O)C1CCCCC1)C(F)(F)F (stereo unspecified),0.92,i
O=C(NC1CCCCC1)C(c1ccc2ncccc2c1)N(Cc1ccc(F)cc1)C(=O)c1ccc2c(c1)OCCO2 (stereo unspecified),-0.17,i
CCN(CC)CCNC(=O)c1sc2ncn(CC(=O)Nc3ccc(C)c(Cl)c3)c(=O)c2c1C,0.79,i
O=C(CSc1nnc2ccccn12)NNC(=O)c1ccc(Br)cc1,-0.41,i
COc1cc(SC)ccc1C(=O)Nc1cccc(C2OCCCO2)c1,-0.13,i
CCC1(c2ccccc2)NC(=O)N(CC(=O)c2ccc3c(c2)OCO3)C1=O (stereo unspecified),-1.95,i
O=S(=O)(c1ccccc1)n1nc(-c2ccccc2)nc1NCc1ccco1,-0.77,i
O=C(Nc1ccccc1)C1=C[C@@H](c2csc3ccccc23)C[C@@H](OCc2ccc(CO)cc2)O1,0.44,i
S=c1sc2c(N3CCOCC3)ncnc2n1-c1ccccc1,-0.35,i
Cc1ccc(S(=O)(=O)c2c(C)cc(C)nc2Oc2cccc(C(F)(F)F)c2)cc1,0,i
O=C1NCC(O)=C1C=NC12CC3CC(CC(C3)C1)C2,0.03&-2.23,i
CCN(CC)CCCNC(=O)C1CCN(C(=O)c2cc3sccc3n2Cc2ccc(F)cc2)CC1,-1.59,i
COc1ccc(C)cc1S(=O)(=O)N(CC(=O)NC1CCCC1)c1ccc(F)cc1,-1.65,i
COc1ccccc1NC(=O)Nc1ccc2c(c1)OCCO2,-1.57,i
CCCCOP(=O)(c1ccc(N(C)C)cc1)C(O)c1c(Cl)cccc1Cl (stereo unspecified),0.03,i
COc1cccc(CNC2CCCC2)c1,-0.01,i
CCOC(=O)CSc1nnc(NC(=O)C2CC(=O)N(c3ccc(F)cc3)C2)s1 (stereo unspecified),1.88,i
O=C(NCc1ccco1)c1cccc(S(=O)(=O)N2CCCC2)c1,-0.08,i
Cc1cc(C(=O)N[C@H](c2ccccc2)[C@@]2(C)C[C@@H]2[C@@H](C)C(=O)Nc2ccc3ccccc3c2)n(C)n1,0,i
CCOC(=O)C1(CCCc2ccccc2)CCN(C(=O)CCc2cnccn2)CC1,0.51,i
Cc1ccc(C)c(NC(=O)CCC(=O)OC(C(=O)c2ccccc2)c2ccccc2)c1 (stereo unspecified),-1.17,i
Cc1sc(NC(=O)COc2ccccc2)c(C#N)c1C,-2.29,i
CCOc1ccc(S(=O)(=O)NCCC(=O)N(C)CC(=O)Nc2ccc(OC)cc2)cc1,-0.41,i
O=S(=O)(Nc1ncccn1)c1ccc(NC(=S)N2CCN(c3cccc(C(F)(F)F)c3)CC2)cc1,-0.18,i
CC(C)C(=O)NCCc1nc2ccccc2n1C,0.63,i
C=CCN=C(NC#N)SCC(=O)NCc1ccccc1,-0.29,i
Cc1cc(C)cc(NC(=O)Nc2cccc(S(N)(=O)=O)c2)c1,-0.14,i
C=CCn1c(CNC(=O)c2ccco2)nnc1SCC(=O)c1ccc(F)cc1,-0.5,i
CC(C)Cn1c(=O)c2ccccc2n2c(CCC(=O)NCc3ccccn3)nnc12,-0.25,i
Cc1cc(C)n(Cc2ccc(NC(=O)c3nn(C)cc3[N+](=O)[O-])cc2)n1,-0.58,i
Nc1ccc(Oc2ccc(Cl)cc2)cc1,1.24,i
COC(=O)CSc1nc2c(cnn2-c2ccc(Cl)cc2)c(=O)[nH]1,-0.16,i
COc1cc(C(=O)NCCNC(=O)c2cc(OC)c(C)c(OC)c2)cc(OC)c1C,-0.49,i
CCC(Sc1nc2ncccc2[nH]1)C(=O)NC1CCC(C)CC1 (stereo unspecified),-2.13,i
CS(=O)(=O)Nc1ccccc1Oc1ccccc1,-2.23,i
CCCCOC(=O)Nc1sc2nc(C)cc(C)c2c1-n1cccc1,1.35,i
CN1CCCC1CCNS(=O)(=O)c1ccc(Br)cc1 (stereo unspecified),-0.82,i
CCCCn1c(N)c(N(CC(C)C)C(=O)CN2C(=O)c3ccccc3C2=O)c(=O)[nH]c1=O,-0.69,i
CN(/C=C/C(=C/C=[N+](C)c1ccccc1)OCCCS(=O)(=O)[O-])c1ccccc1,-2.19,i
COCCNc1nc2ccccc2n2cnnc12,-0.2,i
Cc1[nH]c(=O)[nH]c(=O)c1S(=O)(=O)N1CCN(c2ccccc2F)CC1,1.51,i
O=C(CC1C(=O)NCCN1C(=O)Nc1ccccc1)Nc1cc(Cl)ccc1Cl (stereo unspecified),-0.52,i
COc1ccc(/C=N/NC(=S)NCCc2ccccc2)cc1,0.08,i
Cc1cccnc1NC(=S)Nc1ccc(Br)cc1Cl,1.27,i
COC(=O)c1ccc(Sc2ccccc2NS(=O)(=O)c2ccc(C)cc2)nc1,2.83,i
# Following part
SMILES,Kir21 block,KCNQ2 inh
O=C(c1ccccc1)N1CCn2c(nc3ccccc32)C1,0.94,i
CCOP(=O)(OCC)C(NC(=O)c1cccs1)C(F)(F)F (stereo unspecified),-0.36,i
O=C(C[n+]1ccccc1)Nc1ccccc1C(F)(F)F,0.03,i
COc1cccc(N2CCN(Cc3cccnc3)CC2)c1,1.3,i
Cc1nc(N2N=C3/C(=C/c4ccc(F)cc4)CCCC3C2c2ccc(F)cc2)sc1C(=O)N(C)C (stereo unspecified),1.56,i
CCc1nnc(NC(=O)c2cccnc2SC)s1,0,i
Cn1c(=O)cc(OCCCC(=O)Nc2cccnc2)c2ccccc21,0.04,i
COc1ccccc1NC(=O)c1sc2nc(N3CCOCC3)c3c(c2c1N)CCCC3,0.26,i
O=C(c1csc(Nc2ccccc2Cl)n1)N1CCCC1,2.13,i
CCOc1ccc(S(=O)(=O)Nc2ccc(C(=O)NCC3CCCO3)cc2)cc1 (stereo unspecified),-1.07,i
CCOc1ccccc1Nc1cc(C)nc2nc(C)nn12,-1.84,i
O=C1NC(NS(=O)(=O)c2ccccc2)(C(F)(F)F)C(=O)N1CCc1ccccc1 (stereo unspecified),0.24,i
CCN(CC)C(=O)Cn1cc(S(=O)(=O)CC(=O)Nc2ccc(F)cc2F)c2ccccc21,-0.1,i
Cn1c(=O)oc2cc(S(=O)(=O)NC3CCCc4ccccc43)ccc21 (stereo unspecified),-0.77,i
Cc1cccc(OCCCN2CCOCC2)c1C,1.48,i
CCN(CC)C(=O)CC(c1ccc(F)cc1)c1ccco1 (stereo unspecified),-3.38,i
COc1ccc2nc(C)cc(Nc3ccc(C)cc3)c2c1,-3.4,i
Cc1cccc(N2CCN(Cc3ccc([N+](=O)[O-])o3)CC2)c1C,0.45,i
COc1ccc(S(=O)(=O)NCCSCc2ccco2)cc1C,-2.88,i
CNc1nc(CCN2C(=O)c3ccccc3C2=O)cs1,-0.21,i
CCCn1c(=NC(=O)c2c(-c3c(F)cccc3Cl)noc2C)c(C(=O)OCC)cc2c(=O)n3ccccc3nc21,-0.49,i
Cc1cc(NC(=O)c2cccc(F)c2)ncc1NC(=O)c1ccco1,0.76,i
COC(=O)Cc1n[nH]c(=S)[nH]c1=O,-0.02,i
COc1cccc(CNC(=O)c2nnn(CC(=O)Nc3ccc(C)c(C)c3)c2N)c1,0.85,i
O=C(CCn1nnc2ccccc21)Nc1nnc(-c2ccccc2F)s1,-0.05,i
CC(C)n1c(O)c(N=Nc2ccccn2)c2ccccc21,2.76,i
Cc1cccc2sc(NNC(=O)c3ccc(S(=O)(=O)N4CCCC(C)C4)cc3)nc12 (stereo unspecified),0.37,i
O=C(NCCCN1CCCC1)c1ccc(CS(=O)(=O)c2ccc(Cl)cc2)o1,-0.27,i
O=S(=O)(c1cccc(NC(=S)N2CCN(c3ccccc3F)CC2)c1)C(F)F,-0.4,i
Cc1ccc(Cn2c(NS(=O)(=O)c3ccccc3)nc3ccccc32)cc1,-0.05,i
CNC(=O)c1c(NC(=O)C2=COCCO2)sc2c1CCCC2,-0.65,i
O=C(COC(=O)c1cccnc1Nc1ccccc1F)NCCN1C(=O)CSC1=O,-0.11,i
Cc1ccc(C(=O)/C=C\C(=O)c2ccc(C)cc2)cc1,-3.64,-5.66*
Cc1ccc2[nH]c(=O)c(Cc3ccccc3)c(O)c2c1,1.88,i
N#C/C(=C\c1cccs1)C(=O)NCc1ccccc1,0.33,i
O=C(/C=C/c1ccccc1)Nc1ncn[nH]1,-1.09,i
Cc1ccc(NC(=O)C2CCN(c3ncnc4c3nc3n4CCCCC3)CC2)nc1,1.25,i
O=C(Cc1ccccc1F)OCN1C(=O)c2ccccc2C1=O,-0.72,i
COc1nc(NC23CC4CC(CC(C4)C2)C3)nc(OC)n1,-0.93,i
O=C(Cn1c(=O)oc2ccccc21)N(Cc1ccccc1)C1CCS(=O)(=O)C1 (stereo unspecified),1.89,i
Nc1nc2c(ncn2C2C[C@H](O)[C@@H](CO)O2)c(=O)[nH]1 (stereo partly specified),0.67,i
Cc1cc(Cl)ccc1OCC(=O)NCCOc1nc(N2CCOCC2)nc(N2CCOCC2)n1,-1.1,i
O=[N+]([O-])c1cc(Cl)ccc1N1CCN(c2ccccc2O)CC1,2.03,i
CCOC(=O)c1ccccc1NC(=O)/C=C/c1cc(OC)c(OC)c(OC)c1,3.11,i
Cc1ccc(NC(=O)CN(C)CC(=O)Nc2ccc(N3CCOCC3)cc2)c(C)c1,-1.4,i
Cc1ccc(S(=O)(=O)CC2CSc3nc4ccccc4n32)cc1 (stereo unspecified),-1.32,i
Cc1cccc(N/C(=N\S(=O)(=O)c2ccccc2)C(F)(F)F)c1,0.42,i
COc1cccc(/C=N/n2c(=S)n(C)c3ccccc32)c1OC,-0.01,i
O=C(COc1ccccc1)NC1CCCCCCC1,-1.65,i
O=C(NCc1ccccn1)C1CCCN(Cc2cnn(-c3ccccc3)c2-n2cccc2)C1 (stereo unspecified),-0.01,i
COc1cc(C(=O)Oc2cc(N)n(S(=O)(=O)c3ccc(F)cc3)n2)cc(OC)c1OC,0.07,i
O=C(O)COc1ccccc1/C=N/NC(=O)Cc1csc(Nc2cccc(C(F)(F)F)c2)n1,0.12,i
COc1ccc(NC(=O)C(CCS(C)(=O)=O)NC(C)=O)cc1 (stereo unspecified),-0.44,i
CCCc1ccc(S(=O)(=O)N2CCN(Cc3ccco3)CC2)cc1,-1.6,-5.87*
NC(=O)c1ccccc1N=Cc1cccnc1,0.33,i
CC(C)CNC(=O)C1Nc2ccccc2C2C=CCC12 (stereo unspecified),0.21,i
COc1ccccc1C(=O)NC(=O)COC(=O)C1CCC1,-0.47,i
CCCc1nccn1S(=O)(=O)c1cc(OC)ccc1OC,-3.08,i
O=C1CN(c2ccccc2)C(=O)N1,1.64,i
O=C(Nc1ccccc1)Nc1ccccc1C(=O)NCc1ccccc1,1.65,i
